# Screening results: PubChem, several laboratories
# HTRA1 inh: blocks human HTRA1 serine peptidase. Q92743. recombinant HTRA1, FP-rhodamine activity-based probe, fluorescence polarization. inhibition, % at 5.96 µM. 340,000 tested, 0.5% active. AID 504803; in the data active means inhibition above about 36%;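 further: 0% = enzyme with DMSO and 100% = wells lacking enzyme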
# PRMT1 FP inh: PRMT1 (human) inhibition, primary screen; inhibition, % at 2.79 µM; Q99873; recombinant PRMT1, activity-based probe fluorescence polarization; 370,000 tested, 1.3% active;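 active means inhibition above about 21% made by adding two undisclosed values, limit read from the data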
# ABHD4 inh: inhibits mouse alpha/beta hydrolase domain 4. Q8VD66. inhibition, % at 8.92 µM. purified mABHD4, FP-Rh probe fluorescence polarization. 370,000 tested, 0.54% active. AID 720543;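 active means inhibition exceeding the mean over every tested compound plus 3 SD, cut at about 30% in these data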;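 further: 0% = plate median of compound wells and 100% = S159A mutant with DMSO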
#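 Assay system: mouse ABHD4 enzyme, wild type / Also added: fluorescent activity-based probe FP-Rh / Doses: single nominal dose of 8.92 µM, 0.89% DMSO final / Timing: 45 min compound pre-incubation plus 60 min probe step, 25 °C / Signal: FP readout, ex 525 nm / em 598 nm / Control set: S159A mutant/DMSO as 100%, compound-well median as 0%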
# SIAE inh: human SIAE inhibition, primary screen; inhibition, % at 9.66 µM; SIAE FP-Rh probe binding, fluorescence polarization; 370,000 tested, 0.69% active; Q9HAT2;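 active means inhibition above a cutoff: mean of compounds within the control limits plus 3 SD of those, cut at about 17% in these data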;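 further: 0% = plate median of compound wells and 100% = probe without SIAE protein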
# TDP2 inh: blocks human TDP2 phosphodiesterase activity; O95551; recombinant TDP2, T5PNP hydrolysis, p-nitrophenol absorbance 415 nm; inhibition, % at 12.8 µM; 370,000 tested, 0.34% active;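 active means inhibition above the mean of all tested compounds plus 3 SD, set per campaign, cut at about 25% in these data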;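 further: 0% = DMSO with enzyme and 100% = buffer with substrate but no TDP2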
# Target sequence (O95551 whole entry, looked up): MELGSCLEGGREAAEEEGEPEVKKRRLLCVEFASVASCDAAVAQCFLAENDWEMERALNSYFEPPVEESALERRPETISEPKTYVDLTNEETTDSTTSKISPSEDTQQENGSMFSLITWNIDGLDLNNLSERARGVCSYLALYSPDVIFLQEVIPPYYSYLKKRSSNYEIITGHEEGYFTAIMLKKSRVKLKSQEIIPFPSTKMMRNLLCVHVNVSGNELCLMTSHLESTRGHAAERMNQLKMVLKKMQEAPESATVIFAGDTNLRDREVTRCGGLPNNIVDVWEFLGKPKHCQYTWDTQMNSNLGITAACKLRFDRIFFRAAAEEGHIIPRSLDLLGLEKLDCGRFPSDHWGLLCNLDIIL
#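 Evaluation: % inhibition relative to enzyme-containing and enzyme-free wells. Material: recombinant human TDP2. Benchmarks: enzyme-free and DMSO wells. Timing: enzyme reaction with compound for 2 h at 37 °C. Compound dosing: 12.8 µM only. Measured by: p-Nitrophenol epi absorbance. Reagent: T5PNP substrate at 5 mM, a TopII-DNA adduct mimic. Replication: single well per compound.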
# LEDGF integ inh: blocks HIV-1 LEDGF/p75-dependent DNA integration; TR-FRET IN-LEDGF/p75 DNA integration, Eu/Cy5; AID 743269; inhibition, % at 3.7 µM; 370,000 tested, 0.64% active;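 active means inhibition above the screen-wide mean plus 3 SD, cut at about 13% in these data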;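 further: signal is the Cy5 over europium emission ratio at 671 and 618 nm; 0% = plate median of compound wells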
# rCAG binder: molecules binding r(CAG) RNA repeats; r(CAG) RNA repeat, TO-PRO-1 dye displacement fluorescence; inhibition, % at 3 µM; 370,000 tested, 1.3% active;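 active means inhibition above the plate cutoff, the mean of all test compounds on that plate plus 3 SD, cut at about 35% in these data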;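 further: 0% = DMSO alone and 100% = 100 µM mitoxantrone as full dye displacement; higher means more dye released from RNA so lower well fluorescence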
# MBD2 inh: MBD2-methylated oligo binding inhibition; TR-FRET, MBD2 binding to methylated oligonucleotide; inhibition, % at 4.4 µM; 370,000 tested, 0.31% active; in the data active means inhibition above about 13%
# Target sequence (Q9UBB5 whole entry, looked up): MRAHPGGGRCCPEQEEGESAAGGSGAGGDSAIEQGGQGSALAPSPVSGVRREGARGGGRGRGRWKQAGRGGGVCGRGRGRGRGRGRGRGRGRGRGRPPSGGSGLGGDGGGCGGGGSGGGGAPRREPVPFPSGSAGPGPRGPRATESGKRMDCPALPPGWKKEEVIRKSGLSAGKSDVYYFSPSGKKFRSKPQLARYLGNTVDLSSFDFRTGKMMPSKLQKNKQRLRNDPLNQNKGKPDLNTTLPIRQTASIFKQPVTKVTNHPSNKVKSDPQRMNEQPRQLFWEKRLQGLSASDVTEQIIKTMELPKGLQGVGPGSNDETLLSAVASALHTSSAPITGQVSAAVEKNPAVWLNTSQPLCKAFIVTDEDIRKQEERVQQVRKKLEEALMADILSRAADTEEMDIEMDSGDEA
# GC-B act: GC-B (human) receptor activation; HEK293-GC-B cells, CNP EC30, cGMP TR-FRET; 0% at EC30 CNP, 100% saturating CNP; activation, % at 10 µM; P20594; 370,000 tested, 0.11% active;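 active means activation at 10 µM reaching about 35% in either raw or pattern-adjusted values, limit read from the data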
# TCR-CD3 inh: blocks the human TCR-CD3 interaction | TAMRA-labeled TCR probe fluorescence, biochemical | 360,000 tested, 0.37% active | inhibition, % at 9.4 µM; in the data active means inhibition above about 19%;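 further: recombinant mutant TCR 2C K166C tagged with TAMRA read by polarization; 0% = receptor in buffer alone and 100% = receptor with positive control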
# * = called active by the depositor; · = no result given. The list is partial; the hit share may differ from the screen's.
SMILES,HTRA1 inh,PRMT1 FP inh,ABHD4 inh,SIAE inh,TDP2 inh,LEDGF integ inh,rCAG binder,MBD2 inh,GC-B act,TCR-CD3 inh
O=C(CN(c1ccc(F)cc1)S(=O)(=O)c1ccccc1)NC1CC2CCC1C2 (centres undefined),-4,-1,0,-2,-3,1,-6,3,-3,-5
CCN(CC)S(=O)(=O)c1ccc(OC)c(NS(=O)(=O)c2ccc(F)cc2)c1,-1,-1,-2,4,-1,1,8,2,2,4
COC(=O)c1ccc(CSc2nnc(CNC(=O)c3ccccc3F)o2)o1,3,4,2,3,-5,2,0,0,4,3
Cc1ccc(-c2nc(CS(=O)CC(=O)NCCN3CCOCC3)c(C)o2)cc1 (centres undefined),-2,0,-6,3,6,5,3,4,7,-1
CS(=O)(=O)N1CCN(C(=S)NCc2ccc(Cl)cc2)CC1,·,-2,1,-1,1,3,1,-1,1,4
C/C(=N\NC(=O)c1cc(Cl)ccc1O)c1ccc(Br)s1,2,0,-4,-1,-16,3,4,-3,4,5
Cn1cc(Cl)nc1C(O)c1ccccc1 (centres undefined),5,1,0,0,10,1,0,0,0,8
N#CC1(C#N)OC12CCS(=O)(=O)c1ccccc12 (centres undefined),3,6,3,-2,3,0,4,-4,-4,0
O=C(c1cc(C2CC2)nn1-c1ccccc1)N1CCN(c2ccccc2O)CC1,-5,-2,0,5,-5,2,5,4,-1,13
O=C(c1cc(-c2ccc(Cl)c(Cl)c2)on1)N1CCOCC1,-5,3,0,-5,-8,-3,0,-7,1,4
CC(c1ccccc1)n1cc(C(=O)NCCCN2CCCC2)nn1 (centres undefined),·,-6,-1,-3,0,2,2,2,6,·
COCCN(C(=O)CC(C)(C)C)c1nnc(-c2cccnc2)s1,-4,-2,-5,-5,-6,1,-6,-3,1,-2
O=C(NCc1ccccc1)C(c1cccs1)N(C(=O)c1csnn1)C1CC1 (centres undefined),2,-1,0,-6,5,-2,2,4,-14,2
COc1cccc(-c2ccc3nccn3c2)c1,·,-1,-1,-9,-8,0,6,3,1,1
Cc1ccc(-n2ncc3c(NNC(=O)c4ccco4)ncnc32)cc1C,-1,2,15,5,14,1,10,-4,-4,2

# Five records drawn at random from those above:
SMILES,HTRA1 inh,PRMT1 FP inh,ABHD4 inh,SIAE inh,TDP2 inh,LEDGF integ inh,rCAG binder,MBD2 inh,GC-B act,TCR-CD3 inh
Cc1ccc(-n2ncc3c(NNC(=O)c4ccco4)ncnc32)cc1C,-1,2,15,5,14,1,10,-4,-4,2
C/C(=N\NC(=O)c1cc(Cl)ccc1O)c1ccc(Br)s1,2,0,-4,-1,-16,3,4,-3,4,5
CC(c1ccccc1)n1cc(C(=O)NCCCN2CCCC2)nn1 (centres undefined),·,-6,-1,-3,0,2,2,2,6,·
N#CC1(C#N)OC12CCS(=O)(=O)c1ccccc12 (centres undefined),3,6,3,-2,3,0,4,-4,-4,0
COc1cccc(-c2ccc3nccn3c2)c1,·,-1,-1,-9,-8,0,6,3,1,1

# Additional results:
SMILES,HTRA1 inh,PRMT1 FP inh,ABHD4 inh,SIAE inh,TDP2 inh,LEDGF integ inh,rCAG binder,MBD2 inh,GC-B act,TCR-CD3 inh
CSCCC(NC(=O)c1ccccc1Cl)C(=O)NCc1ccncc1 (centres undefined),-2,0,4,0,-2,2,2,-4,-1,0
Cc1ccccc1CSCC(=O)NC(=O)NC(C)(C)C,6,4,-1,0,-11,2,-5,2,4,-1
Cc1cccc(C)c1-n1nnnc1C(C1CC1)N1CCN(C/C=C/c2ccccc2)CC1 (centres undefined),·,4,3,10,-3,-4,1,0,-1,-1
CC(C)CSc1nc(N2CCOCC2)c2c(c1C#N)CC(C)(C)SC2,-19,-2,-9,-3,-3,1,-2,0,14,1
Cc1ccccc1OCC(=O)N/N=C/c1ccc(N2CCOCC2)o1,4,17,5,3,5,5,3,-2,12,1
CC(C)C[C@H]1CN=C(Nc2ccccc2)N1CC1CCCC1,-2,-6,4,3,-2,-1,2,3,-16,10
COc1ccc2nc(SCc3cccc(C)c3)nc(C)c2c1,-39,-1,-25,-10,-7,-4,1,0,-5,9
Cc1cc(C)n2c(SCC(=O)Nc3cccc(S(N)(=O)=O)c3)nnc2n1,2,2,-1,-5,15,1,4,9,-2,-3
COc1ccc(C(=Cc2ccccc2[N+](=O)[O-])C(=O)O)cc1,-5,2,2,6,4,1,-1,6,-2,-6
COc1ccc(-c2csc(NC(=O)c3ccc(S(=O)(=O)N4CCc5ccccc5C4)cc3)n2)cc1,6,-1,-4,-57,-1,-1,6,2,1,6
Cc1ccc(S(=O)(=O)c2cc(OC(=O)c3ccco3)ccc2OC(=O)c2ccco2)cc1,12,4,-11,-4,1,-3,8,7,5,0
CC1=NNC(=O)C1CC(=O)N/N=C/C(C)=C/c1ccccc1 (centres undefined),6,-2,-3,7,-2,-3,2,-3,3,6
COc1cccc(C(N)=O)c1OC(=O)Cc1ccccc1F,3,10,11,11,-1,-5,10,-1,-2,-6
CCc1ccc2c(c1)C(c1ccncc1)=NNC(c1ccccc1)=N2,-4,-1,-4,0,8,1,-2,-6,10,-2
Fc1cccc(CCN2C(=S)NC[C@@H]2Cc2ccccc2)c1,-15,2,0,4,-3,-2,-9,0,0,6
CC(C)OC(=O)N(C)c1ccc(C(O)(C(F)(F)F)C(F)(F)F)cc1,-12,1,-42,-1,2,-3,-8,-4,6,-4
CC(=O)NCCc1nc2cc(NC(=O)COc3cccc(C)c3)ccc2n1C,2,2,7,1,3,-4,0,-2,1,7
COc1ccc(C(C(=O)NC2CCCC2)N(Cc2ccco2)C(=O)c2snc(C(N)=O)c2N)cc1OC (centres undefined),4,4,3,8,10,2,0,-6,-10,1
COC(=O)c1c(NC(=O)c2ccccc2[N+](=O)[O-])sc2c1CC(C)(C)NC2(C)C,1,-2,1,1,4,-2,-8,3,-5,8
Cn1c(=O)c2c(ncn2CCOc2ccc(Br)cc2)n(C)c1=O,-7,-1,0,-2,-1,2,-1,1,-1,2
O=C(CCN1C(=O)C2CC=CCC2C1=O)Nc1cccc(Cl)c1 (centres undefined),0,-2,-6,-2,-7,2,1,4,2,11
CCN(c1cccc(C)c1)S(=O)(=O)c1csc(C(N)=O)c1,2,-8,3,-6,-2,2,-4,2,3,9
CSCc1ccc(C(=O)NCCSc2ccc(Br)cc2)cc1,-24,0,4,12,10,4,-2,-4,3,4
CC(C)OC(=O)CSc1nnc(-c2cnccn2)n1Cc1ccco1,-2,-4,4,1,2,3,-3,-2,-4,-2
CC[C@@H]1Cc2cc(O)ccc2C2=C1c1ccc(O)cc1C[C@H]2CC,44*,1,35*,16,4,-5,7,3,-18,2
Cc1cc(C(=O)CN2C(=O)NC(C)(CC(C)C)C2=O)c(C)n1-c1ccc2c(c1)OCO2 (centres undefined),-14,5,-8,-4,-12,0,6,-3,8,-5
CC(NC(=O)CSc1nc2ccc(N)cc2s1)c1ccccc1 (centres undefined),0,-2,5,6,-8,0,3,4,3,-2
CCNC(=O)c1ccc(CSc2nc3ccccc3s2)cc1,-13,0,-4,-3,4,2,-1,1,1,2
O=C(CSc1ccc(Br)cc1)NC1CCCCCC1,-2,1,4,4,0,2,0,-7,-5,10
COc1cccc(-c2ccc(CC[C@H]3O[C@H]4CC[C@@H](CO)O[C@H]4C[C@H]3NS(C)(=O)=O)cc2)c1,·,0,-4,6,3,-2,7,0,-16,·
Cc1ccsc1/C=N/Nc1nc2ccccc2[nH]1,14,-2,26,16,-5,0,6,1,-7,1
O=S(=O)(c1ccccc1)N1CCN(C(=S)NC2CCCC2)CC1,0,3,-2,3,5,0,-5,1,-2,-3
CCOC(=O)Cc1csc(NC(=O)c2sc3nc4ccc(CC)cc4cc3c2N)n1,-20,3,23,11,4,1,44*,-5,8,8
Nc1cc(Cl)ccc1C(=O)OCC(=O)N1CCCCCC1,-7,-3,-5,6,-3,-2,2,-1,3,4
C=C1CCN(C(C(=O)OC)C(C)C)S(=O)(=O)c2ccc(F)cc21 (centres undefined),2,-2,-1,-4,-8,-3,-4,-3,0,-4
C/C(=N/NC(=O)c1ccc2nc[nH]c2c1)c1cccs1,-3,-3,-13,-6,-7,4,4,2,0,5
CN(Cc1cccc(F)c1)C(=O)c1ccc(NS(=O)(=O)c2ccc3[nH]c(=O)[nH]c3c2)cc1,-10,1,-7,-4,-4,-1,3,3,0,1
c1ccc2nc(-c3nc4ccccc4[nH]3)ccc2c1,-18,2,-15,-7,4,-1,1,1,6,-9
Cc1nc(NC(=O)CSc2nnc(-c3ccccc3)c(-c3ccccc3)n2)c(Cl)cc1Cl,-33,-2,4,-1,-4,-2,8,-2,2,10
Cc1ccc(CNC(=O)C2CCCN(S(=O)(=O)c3cccc4nonc34)C2)cc1 (centres undefined),-4,1,-3,0,-5,-2,0,0,3,-2
CC1=C(C(=O)N(C)C)CC(CC(=O)NC2CCCC2)C(=O)N1CCCN1CCCC1=O (centres undefined),1,4,-2,3,-3,-2,3,7,2,-4
NC(=O)C1CCN(C(=O)CC2(CC(=O)O)CCCC2)CC1,-2,1,9,-1,5,3,-1,4,1,4
CCOc1ccc(Cl)cc1S(=O)(=O)N1CCC(C(=O)NC2CC2)CC1,6,-3,11,-1,-10,-1,0,-7,4,-1
O=C(O)C1CCC(C(=O)O)SS1 (centres undefined),3,1,4,16,-4,0,4,3,3,1
CCOC(=O)c1ccccc1NC(=O)COC(=O)C1CC(=O)N(c2ccc3c(c2)OCCO3)C1 (centres undefined),-5,0,0,0,11,1,-2,2,-1,1
COc1ccc(S(=O)(=O)N2CCCCC2)cc1NC(=O)CN1C(=O)NC(C)(C2CC2)C1=O (centres undefined),-3,1,1,4,7,-4,4,1,0,-9
COc1ccccc1OCCn1ccnc1,1,2,11,-3,7,2,-2,-1,4,0
C=CCNc1nc(NCc2ccccc2)c(C#N)c2c1CN(C)CC2,1,13,-3,3,-15,-2,2,-7,7,-2
COc1ccc(C2C(C(=O)NCc3cccnc3)c3ccccc3C(=O)N2C)cc1OC (centres undefined),1,-1,3,0,2,2,-5,-1,·,3
Nc1nc(N2CCN(c3ccccn3)CC2)nc2ccccc12,-2,-2,2,2,17,1,0,-4,-3,3
CC(=NCCCn1ccnc1)c1c(C)[nH]n(-c2ccc([N+](=O)[O-])cc2)c1=O,4,-5,-15,2,-12,0,3,1,-6,-5
CC1CCCCC1NC(=O)C1CCN(S(=O)(=O)c2cccc3nonc23)CC1 (centres undefined),1,1,6,-6,0,-2,2,-6,7,3
Cc1cc(C)c2c(CN3CCOCC3)cc(=O)oc2c1,1,0,2,-1,14,-2,-6,-3,0,-9
N#Cc1ccccc1CSc1nc(N)cc(N)n1,3,2,5,4,-10,3,-3,4,2,-3
O=C(CCCNS(=O)(=O)c1ccccc1)NCc1ccco1,5,-2,6,4,3,4,-2,-6,1,3
O=C(NCCCN1CCOCC1)c1ccc2c(c1)N(Cc1c(F)cccc1Cl)C(=O)CS2,1,5,2,-5,-3,-2,-3,-2,8,4
